CCR6 antagonist = antagonists of human CCR6 receptor; P51684; CHO-K1 CCR6 PathHunter beta-arrestin, luminescence, CCL20-stimulated; inhibition, % at 20 µM; 340,000 compounds, 0.49% hits; AID 493098;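 active = compounds whose inhibition of the agonist-driven luminescence signal at 20 µM reaches about 50%, limit read from the data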;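 note: cells stimulated with CCL20 at 14 nM final; plate controls were DMSO with CCL20 for no effect and DMSO without agonist for full effect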
697 NFkB inh = lowers PMA/ionomycin-induced NF-kB signal in 697 B cells; 697 B-cell NF-kB luciferase reporter, 16 h; inhibition, % at 4 µM; 330,000 compounds, 0.33% hits; in the data active = inhibition above about 35%
CXCR6 block = inhibitors of human CXCR6 receptor; 360,000 compounds, 0.36% hits; O00574; inhibition, % at 20 µM; CHO-K1 PathHunter CXCR6 beta-arrestin, luminescence; in the data active = inhibition above about 34%, passing the limit was not always enough;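 note: antagonist mode with CXCL16 agonist at 10 nM final; 0% = 10 nM CXCL16 with DMSO and 100% = unstimulated wells without agonist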
APJ antagonist = antagonists of human APJ apelin receptor. inhibition, % at 20 µM. CHO-K1 APJ beta-arrestin complementation, luminescence. P35414. 330,000 compounds, 0.32% hits;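 active = inhibition above about 40% at 20 µM, limit read from the data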;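 note: cells challenged with 10 nM apelin-13 agonist together with compound; plate controls were apelin-13 plus DMSO wells for no effect and DMSO wells lacking apelin-13 for full effect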
Target sequence (P35414 whole entry, looked up): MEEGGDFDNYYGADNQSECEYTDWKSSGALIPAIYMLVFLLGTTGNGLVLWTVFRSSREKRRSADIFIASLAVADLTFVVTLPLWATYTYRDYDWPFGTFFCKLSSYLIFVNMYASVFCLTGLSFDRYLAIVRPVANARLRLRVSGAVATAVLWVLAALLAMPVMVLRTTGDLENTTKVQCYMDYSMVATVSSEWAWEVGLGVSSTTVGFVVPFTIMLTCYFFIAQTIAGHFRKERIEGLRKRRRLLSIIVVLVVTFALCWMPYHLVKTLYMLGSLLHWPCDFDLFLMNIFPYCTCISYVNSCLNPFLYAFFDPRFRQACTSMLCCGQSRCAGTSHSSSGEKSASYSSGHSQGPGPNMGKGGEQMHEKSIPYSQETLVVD
UBC13 inh = human UBC13 polyubiquitination inhibition; inhibition, % at 20 µM; P61088; 330,000 compounds, 0.47% hits; UBC13 polyubiquitin chain formation, TR-FRET; in the data active = inhibition above about 45%, passing the limit was not always enough
Target sequence (P61088 whole entry, looked up): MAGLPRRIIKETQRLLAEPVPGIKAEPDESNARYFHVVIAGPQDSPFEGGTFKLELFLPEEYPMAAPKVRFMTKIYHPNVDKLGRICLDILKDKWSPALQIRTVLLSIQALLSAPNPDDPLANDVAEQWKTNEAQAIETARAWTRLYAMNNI
Gli-Sufu block = antagonists of Gli-Sufu signaling; Sufu-KO-LIGHT fibroblasts, Gli luciferase reporter luminescence; inhibition, % at 5 µM; 340,000 compounds, 0.74% hits; AID 588413;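 active = inhibition above about 55%, limit read from the data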;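 note: 0% = DMSO-treated cells and 100% = wells with medium but no cells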
EBI2 block = blocks human EBI2 receptor beta-arrestin signaling | P32249 | EBI2 beta-arrestin recruitment, luminescence, 7a,25-OHC stimulated | inhibition, % at 5 µM | 360,000 compounds, 0.81% hits; in the data active = inhibition above about 38%;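 note: enzyme fragment complementation signal reports receptor beta-arrestin coupling in cells; 0% = agonist plus DMSO wells and 100% = wells without agonist; some results beyond the cut were filed as inactive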
Jurkat NFkB inh = lowers PMA/ionomycin-induced NF-kB signal in Jurkat cells | PMA/ionomycin-induced NF-kB luciferase reporter, luminescence | inhibition, % at 4 µM | 330,000 compounds, 0.53% hits; in the data active = inhibition above about 50%
An asterisk follows results filed as active; . = not tested or not shown.

1. C=C(C)COc1ccc(-c2nc(N)nc(C)c2-c2ccc(OC)cc2)c(O)c1
2. CC(C)(C)c1ccc(CN(Cc2ccco2)Cc2nnnn2C2CCCC2)cc1
3. CCCCCC[N+](C)(C)CCSSCC[N+](C)(C)CCCCCC
4. Nc1cc(C(F)(F)F)ccc1N1CCOCC1
5. Cc1cc(OCC(=O)NCc2cccnc2)c2c(C)c(C)c(=O)oc2c1
6. CCOC(=O)c1c(C)[nH]c(C)c1C(=O)CSc1nc2ccccc2c(=O)n1-c1ccc(F)cc1
7. O=C(Cn1c(C(F)(F)F)nc2ccccc21)c1ccc(Cl)cc1
8. COC(=O)c1ccc(CSc2nc(C(F)F)cc(C)c2C#N)o1
9. CC(NC(=O)Nc1ccc(F)cc1)c1ccc2c(c1)OCO2 (stereo not drawn)
10. Cc1ncsc1CCOC(=O)c1ccc([N+](=O)[O-])cc1
Screen / compound no. | 1 | 2 | 3 | 4 | 5 | 6 | 7 | 8 | 9 | 10
CCR6 antagonist | 2 | 28 | 15 | 0 | -3 | 8 | 3 | 9 | -2 | 10
697 NFkB inh | 8 | 2 | 20 | 11 | 6 | -31 | 9 | -53 | 27 | 22
CXCR6 block | 7 | 15 | 5 | -7 | 5 | 14 | 2 | -6 | -8 | -19
APJ antagonist | 2 | 27 | 4 | -4 | -7 | 4 | 9 | 17 | -9 | -26
UBC13 inh | -6 | 7 | 15 | -7 | 3 | 4 | -3 | 3 | 2 | -7
Gli-Sufu block | 8 | 14 | 6 | 4 | -2 | 24 | 3 | 13 | 0 | 3
EBI2 block | 44* | 15 | -3 | 1 | 10 | 24 | -5 | -1 | -12 | -15
Jurkat NFkB inh | 9 | 25 | 6 | 1 | 4 | -4 | -3 | 11 | 2 | 0

11. c1coc(-c2ccnc3nc(-n4cccc4)nn23)c1
12. CCC(=O)c1ccc(OCC(O)CN(CCc2ccccc2)Cc2ccccc2)cc1 (stereo not drawn)
13. CC(C)=CCc1c(O)ccc(C2COc3c(CC=C(C)C)c(O)cc(O)c3C2=O)c1O (stereo not drawn)
14. O=C(Oc1cccc2c(O)cccc12)c1ccccc1Cl
15. COc1cc(OC)cc(C(=O)NCC(=O)NCc2ccccn2)c1
16. c1coc(CNc2c3c(nc4ncnn24)CCC3)c1
17. CCc1cccc(C)c1NC(=O)Cn1nc(C)n2cccc2c1=O
18. CC1=C(C)CS(=O)N(S(=O)(=O)c2ccc(Cl)cc2)C1 (stereo not drawn)
19. COc1ccc(-n2c(/C=C3\C(=O)N(C)c4ccccc43)nc3ccccc3c2=O)cc1
20. C=CCNC(=O)c1ccccc1S(=O)c1ccccc1C#N (stereo not drawn)
Screen / compound no. | 11 | 12 | 13 | 14 | 15 | 16 | 17 | 18 | 19 | 20
CCR6 antagonist | -8 | 22 | 12 | -12 | 1 | 3 | 7 | 40 | 20 | -6
697 NFkB inh | 16 | -14 | -39 | . | 24 | 8 | 0 | 22 | -1 | 4
CXCR6 block | 2 | 13 | 3 | -2 | 2 | 8 | -11 | 8 | 9 | 0
APJ antagonist | -1 | -15 | -26 | . | 2 | 3 | 8 | 6 | 3 | -17
UBC13 inh | -9 | -2 | -41 | . | 14 | 1 | 2 | -11 | -16 | 5
Gli-Sufu block | 6 | 7 | -8 | 28 | 34 | -1 | -12 | 10 | 0 | -1
EBI2 block | -7 | 16 | 11 | 10 | -2 | -9 | -16 | 6 | 23 | 1
Jurkat NFkB inh | 6 | -11 | -16 | . | 15 | 3 | 13 | 11 | -13 | 3

21. Cc1cccc(C)c1NC(=O)c1ccc(-c2ccc(Cl)cc2Cl)o1
22. Cn1nnnc1SCc1cn2cccnc2n1
23. CCCNC(=O)C1CCN(S(=O)(=O)c2ccc3nc4c(c(C(=O)O)c3c2)CCCCC4)CC1
24. COc1ccc(CCNC(=O)C2CCN(C(=O)c3ccccc3)CC2)cc1
25. CCOC(=O)c1c(C)[nH]c(C)c1C(=O)COC(=O)[C@@H](NC(=O)c1ccccc1OCC)C(C)C
26. CC1(c2ccccc2Cl)NC(=O)N(CC(=O)Nc2ccc3c(c2)OCO3)C1=O (stereo not drawn)
27. O=C(CCN1C(=O)C2C3C=CC(C3)C2C1=O)N1CCN(c2ccccc2F)CC1 (stereo not drawn)
28. Cc1c(Oc2ccc(C(F)(F)F)cc2[N+](=O)[O-])ccc2c3c(c(=O)oc12)CCC3
29. COCCn1c(N)c(Sc2ccc(Cl)cc2)c(=O)[nH]c1=O
30. CSc1nc2ccc(NC(=O)c3nn(C(C)C)c(=O)c4ccccc34)cc2s1
Screen / compound no. | 21 | 22 | 23 | 24 | 25 | 26 | 27 | 28 | 29 | 30
CCR6 antagonist | 20 | 2 | 0 | 57* | 1 | 1 | 17 | 0 | -2 | 0
697 NFkB inh | 18 | 8 | 13 | 19 | 2 | 14 | -7 | -26 | 3 | -6
CXCR6 block | 5 | 3 | -4 | . | 2 | -7 | -2 | -14 | 4 | 4
APJ antagonist | 7 | 1 | 10 | 5 | 10 | -12 | 10 | -14 | -3 | 2
UBC13 inh | 2 | 8 | 2 | 6 | 10 | -2 | -4 | 1 | -7 | 10
Gli-Sufu block | 0 | 11 | 9 | 15 | 4 | -6 | -16 | 1 | 25 | -24
EBI2 block | 14 | -10 | -2 | . | -2 | -1 | 4 | -14 | -5 | -1
Jurkat NFkB inh | 22 | -7 | 0 | 7 | -1 | 3 | -5 | 40 | 8 | -29

31. CNC(=O)c1c(O)c2cccc3c2n(c1=O)CC3
32. N=C1C=CC(=C(c2ccc(N)cc2)c2ccc(N)cc2)C=C1
33. O=C(CN1CCN(S(=O)(=O)c2ccc(F)c(Cl)c2)CC1)N1CCOCC1
34. O=C(NCc1ccco1)c1ccc(COc2ccc(Cl)cc2)cc1
35. CN(C)/C=C/C(=O)c1ccc(C(F)(F)F)cc1F
Screen / compound no. | 31 | 32 | 33 | 34 | 35
CCR6 antagonist | 12 | 51* | 3 | 18 | -6
697 NFkB inh | -1 | . | -5 | -29 | 13
CXCR6 block | 7 | 39 | -4 | -1 | 0
APJ antagonist | -1 | . | 7 | -4 | -8
UBC13 inh | 23 | . | -3 | 5 | -2
Gli-Sufu block | 9 | 51 | -1 | -18 | -15
EBI2 block | -5 | 15 | -4 | 8 | 11
Jurkat NFkB inh | 6 | . | -7 | -7 | 3

Grouped by structure: those above containing a furan ring, fused or not.
2. CC(C)(C)c1ccc(CN(Cc2ccco2)Cc2nnnn2C2CCCC2)cc1
8. COC(=O)c1ccc(CSc2nc(C(F)F)cc(C)c2C#N)o1
11. c1coc(-c2ccnc3nc(-n4cccc4)nn23)c1
16. c1coc(CNc2c3c(nc4ncnn24)CCC3)c1
21. Cc1cccc(C)c1NC(=O)c1ccc(-c2ccc(Cl)cc2Cl)o1
34. O=C(NCc1ccco1)c1ccc(COc2ccc(Cl)cc2)cc1
Screen / compound no. | 2 | 8 | 11 | 16 | 21 | 34
CCR6 antagonist | 28 | 9 | -8 | 3 | 20 | 18
697 NFkB inh | 2 | -53 | 16 | 8 | 18 | -29
CXCR6 block | 15 | -6 | 2 | 8 | 5 | -1
APJ antagonist | 27 | 17 | -1 | 3 | 7 | -4
UBC13 inh | 7 | 3 | -9 | 1 | 2 | 5
Gli-Sufu block | 14 | 13 | 6 | -1 | 0 | -18
EBI2 block | 15 | -1 | -7 | -9 | 14 | 8
Jurkat NFkB inh | 25 | 11 | 6 | 3 | 22 | -7
